Source: PubChem BioAssay (The Scripps Research Institute Molecular Screening Center)
FBW7 act – FBW7 E3 ligase activators, primary screen, biochemical, AlphaScreen, human; AID 1259310, 2017; normalized activity (activation), % at 26.1 µM; 650,000 compounds, 0.13% hits; F-box/WD repeat-containing protein 7 (Homo sapiens), Q969H0; AlphaScreen FBW7–phospho-cyclin E peptide binding, activator screen; in the data active means normalized activity above about 1.9%;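 further: purified mutant Fbw7 with reduced substrate affinity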
TEAD-YAP inh – TEAD-YAP interaction inhibition, primary screen, TEAD-YAP interaction inhibitor project, luminescence, HEK-TIYL cells. TEAD-Gal4/YAP UAS-luciferase luminescence. 640,000 compounds, 1.4% hits. inhibition, % at 9.12 µM. AID 1259422, 2018; in the data active means inhibition above about 32%;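 further: 0% = median of test compound wells and 100% = reference inhibitor wells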
GPR151 activ – activators of human GPR151, primary screen, cell-based, PathHunter beta-arrestin, luminescence | G-protein coupled receptor 151 (Homo sapiens), Q8TDV0 | AID 1508602, 2020 | PathHunter beta-arrestin GPR151 cells | 650,000 compounds, 1% hits | activation, % at 11.2 µM; in the data active means activation above about 4.9%;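 further: 0% = median of compound wells and 100% = cells with positive control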
Target sequence (Q8TDV0 whole entry, looked up): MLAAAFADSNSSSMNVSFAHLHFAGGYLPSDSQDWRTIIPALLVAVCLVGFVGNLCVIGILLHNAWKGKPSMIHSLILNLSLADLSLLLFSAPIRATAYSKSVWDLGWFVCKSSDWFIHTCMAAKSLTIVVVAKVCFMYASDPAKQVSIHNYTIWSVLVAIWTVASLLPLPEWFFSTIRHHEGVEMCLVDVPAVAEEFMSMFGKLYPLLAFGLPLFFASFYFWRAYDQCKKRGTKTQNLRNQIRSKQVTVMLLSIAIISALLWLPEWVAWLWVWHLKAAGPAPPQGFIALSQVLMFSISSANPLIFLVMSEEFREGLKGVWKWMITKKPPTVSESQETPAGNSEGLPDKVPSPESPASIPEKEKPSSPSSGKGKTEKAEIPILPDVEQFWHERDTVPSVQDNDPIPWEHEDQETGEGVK
MITF primary – MITF inhibitors, primary screen, biochemical, AlphaScreen, human; inhibition, % at 2.6 µM; Microphthalmia-associated transcription factor (Homo sapiens), O75030; 650,000 compounds, 0.91% hits; AID 1259374, 2018; AlphaScreen MITF homodimerization, bead proximity signal; in the data active means inhibition above about 50%;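 further: 0% = vehicle wells with protein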
Target sequence (O75030 whole entry, looked up): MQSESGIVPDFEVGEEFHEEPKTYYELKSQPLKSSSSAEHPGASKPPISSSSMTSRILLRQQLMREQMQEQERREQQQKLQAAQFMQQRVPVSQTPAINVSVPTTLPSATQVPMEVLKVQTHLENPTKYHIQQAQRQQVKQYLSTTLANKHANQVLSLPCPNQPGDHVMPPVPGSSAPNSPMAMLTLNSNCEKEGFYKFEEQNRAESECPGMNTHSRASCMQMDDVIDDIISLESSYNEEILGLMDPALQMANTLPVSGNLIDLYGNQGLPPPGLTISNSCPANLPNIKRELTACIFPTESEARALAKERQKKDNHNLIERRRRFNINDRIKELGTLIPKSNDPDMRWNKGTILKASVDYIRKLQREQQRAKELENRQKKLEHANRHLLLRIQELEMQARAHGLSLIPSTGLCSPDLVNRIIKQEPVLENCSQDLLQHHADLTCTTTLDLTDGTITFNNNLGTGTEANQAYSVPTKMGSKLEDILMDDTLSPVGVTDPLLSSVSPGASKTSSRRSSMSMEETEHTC
The depositor's hits bear a star.

SMILES	FBW7 act	TEAD-YAP inh	GPR151 activ	MITF primary
Cc1nnc(SCC(=O)NNC(=O)c2ccc(Cl)cc2)n1Cc1ccccc1	-0.1	-1	-0.8	0
Cc1c([N+](=O)[O-])sc(-c2ccccc2)c1-c1ccccc1	-0.1	4	0.8	4
COc1ccccc1NC(=O)CN(c1cccc(C(F)(F)F)c1)S(C)(=O)=O	0.3	2	0.3	4
CCc1ccc(-c2ccc(C(=O)Nc3ccc([N+](=O)[O-])cc3Cl)cc2)nc1	0.0	1	-0.1	4
C=CCN1CCc2cc(OC)c(OC)cc2C1C (stereo not drawn)	0.6	2	0.2	-15
NC(=O)N1CC(O)CC1C(=O)Nc1ccc(Cl)c(Cl)c1 (stereo not drawn)	0.0	10	0.9	1
O=C(O)c1ccc(Cn2c(=S)[nH]c3ccc(F)cc3c2=O)cc1	0.1	0	0.0	8
CCOC(=O)C1=C(C)N=c2s/c(=C\c3ccccc3OCc3ccccc3)c(=O)n2C1c1ccc(OC)cc1 (stereo not drawn)	0.1	-6	-0.3	5
CCc1c(C)nc(SCCc2ccccc2)[nH]c1=O	-0.2	-9	5.4*	4
CCN1CCCC1CNC(=O)c1csc2c1CCCCC2 (stereo not drawn)	-0.1	-11	1.3	-2
COc1ccc(/C=N/NC(=O)C(=O)Nc2ccc(C)cc2)c(OC)c1	0.1	7	-0.4	17
CCOc1ccc(OCC)c(NC(=O)CN2CCN(C(C)=O)CC2)c1	0.0	-1	6.8*	19

Following part
SMILES	FBW7 act	TEAD-YAP inh	GPR151 activ	MITF primary
CCOc1ccc(S(=O)(=O)N/N=C/c2ccc(C)s2)cc1	0.6	6	0.1	1
CC(=O)N1N=C(c2cccc(Br)c2)OC1c1ccc(C)cc1 (stereo not drawn)	0.1	14	0.8	0
Cc1nc(NC2=NCN(C(C)C)CN2)nc2ccccc12	0.0	-22	-0.3	-26
COc1cccc(NC(=O)c2cc(-c3ccccc3)nc3ccccc23)c1	0.3	2	-0.4	-15
COc1cccc(Nc2ncnc3c2c(-c2ccccc2)cn3-c2ccc(F)cc2)c1	0.0	-5	3.2	2
O=C(Cc1ccccc1[N+](=O)[O-])N1CCN(c2cccc(Cl)c2)CC1	-0.3	5	-0.5	1
O=S(=O)(c1cccc2nsnc12)N1CCCC(N2CCOCC2)C1 (stereo not drawn)	0.0	9	-0.2	6
CN(C)c1ccc(/C=N/n2c(-c3cccnc3)n[nH]c2=S)cc1	-0.1	6	-0.6	-4
O=C(CCN1C(=O)c2ccccc2S1(=O)=O)Nc1ccc2c(c1)OCCO2	-0.1	-4	-1.0	0
CCn1cc(C(=O)NNC(=O)COc2cc(C)ccc2C(C)C)c(=O)c2ccc(C)nc21	-0.1	5	1.3	2
O=C(Nc1ccc(O)cc1C(=O)O)c1ccc(Cl)cc1Cl	-0.2	-2	0.6	8
COc1ccc(-c2nc(-c3ccccc3O)[nH]c2-c2ccc(OC)cc2)cc1	-0.2	3	2.9	6

Next section
SMILES	FBW7 act	TEAD-YAP inh	GPR151 activ	MITF primary
Cc1ccc2oc(=O)c(/C=C(\O)c3cccc([N+](=O)[O-])c3)nc2c1	-0.1	-3	0.3	13
O=S(=O)(c1cccnc1)N1CCC(c2nc3ccccc3[nH]2)CC1	0.0	-7	-0.8	9
CC1=C(C(=O)OCCOc2ccccc2)C(c2ccc3c(c2)OCO3)C2=C(CC(C)(C)CC2=O)N1 (stereo not drawn)	0.1	2	0.6	-1
CCOC(=O)c1c(NC(=S)NC(=O)C2CC2)sc(C)c1CC	0.3	4	0.3	6
OCc1c[nH]c2c1ccc1ccccc12	-0.1	4	-0.6	3
C=CCOC(=O)C1=C(C)NC2=C(C(=O)CC(C)(C)C2)C1c1cc(Cl)c(O)c(OC)c1 (stereo not drawn)	0.1	8	-0.5	-1
O=S(=O)(Nc1cccnc1)c1ccc(-n2cccn2)cc1	-0.1	-10	3.7	7
CC(=O)Nc1cccc(OCC(=O)Nc2ccccc2)c1	0.0	-48	-3.9	-6
COCCNc1nc(-c2cc(C)cs2)ccc1C(=O)NCCNC(C)=O	0.9	7	1.5	-11
C=CCNc1nc(Nc2ccc(Cl)cc2C)c2cnn(C)c2n1	-0.2	10	0.7	4
CC1=CCC(C(=O)O)C(c2ccc(F)cc2)C1 (stereo not drawn)	0.1	-2	2.6	1
CCCc1cc(=O)[nH]c(SCc2ccc(Cl)cc2)n1	0.2	1	-0.3	-6

Other records:
SMILES	FBW7 act	TEAD-YAP inh	GPR151 activ	MITF primary
Cc1ccc(/C=c2\sc3nc(-c4cccnc4)nn3c2=O)cc1	0.8	-2	-1.7	20
CC(C(=O)NCc1cccs1)n1c2ccccc2c2cn[nH]c(=O)c21 (stereo not drawn)	0.0	2	-1.5	-8
CC#CC(=O)N1CCC(CCC(=O)N(C)Cc2ccccc2)CC1	0.0	-6	1.5	10
COc1nc(NCc2ccccc2)nc(-c2ccc(C(N)=O)cc2)n1	0.5	5	-1.3	-2
CCOC(=O)c1c(NC(=O)CCCC(=O)O)sc2c1CCCC2	-0.3	-5	-0.9	-3
O=C1CC(=O)Nc2cc(S(=O)(=O)NC3CCCCC3)ccc2N1	0.2	1	1.3	-1
O=C(O)CSc1nnc(-c2cccs2)n1-c1ccccc1	-0.1	4	0.2	-2
Cc1ccccc1NC(=O)Cn1nnc(C(=O)Nc2cccc(F)c2)c1N	-0.1	19	0.8	10
CCSc1nnc2c(n1)OC(c1cccc(OC)c1)Nc1ccccc1-2 (stereo not drawn)	0.0	-20	0.2	-9
COc1ccc(Cn2c(CO)nc3ccccc32)cc1F	0.4	-1	0.4	8
COc1cc(NC(=O)c2cnn3c(C(F)(F)F)cc(-c4ccc(F)cc4)nc23)cc([N+](=O)[O-])c1	0.1	-12	-0.6	-4
COCCN1C(=O)CC(C(=O)OC)C12CCN(CCC1=C(C)CCCC1(C)C)CC2 (stereo not drawn)	0.0	-4	-1.3	-14

The list goes on.
SMILES	FBW7 act	TEAD-YAP inh	GPR151 activ	MITF primary
Cc1ccc(C(C)(C)C)cc1S(=O)(=O)Nc1ccc(C(=O)NCC(=O)O)cc1	0.3	-4	-0.1	4
COCCNC(=O)c1ccc(CNS(=O)(=O)c2cccc(C(F)(F)F)c2)cc1	-0.1	-2	1.4	-3
CCSc1nnc2c(n1)OC(c1ccc(O)c(O)c1)Nc1ccccc1-2 (stereo not drawn)	-0.2	-17	0.1	30
Cc1ccc(C)c(NC(=O)CSc2nnc(-c3cccn(C)c3=O)n2C)c1	-0.2	3	1.7	-8
CCOc1ccc(NC(=O)NC2(C(=O)NCc3ccco3)CCCCC2)cc1	0.6	-5	3.5	9
Cc1sc2nc(NC(=O)c3sc4ccccc4c3Cl)sc(=O)c2c1C	0.0	3	1.5	-14
Cc1ccccc1NC(=O)CN1C(=O)N/C(=C\c2ccc(N3CCCC3)cc2)C1=O	0.0	-9	0.2	12
COc1ccc(OC)c(N(CC(=O)Nc2ccc(OC)c(Cl)c2)S(C)(=O)=O)c1	0.0	6	2.4	-4
COc1cccc(CSc2ccc(S(=O)(=O)N3CCc4ccccc43)cc2C(=O)NCC2COc3ccccc3O2)c1OC (stereo not drawn)	-0.1	-8	-1.2	3
Cc1cc2c(cc1S(=O)(=O)C(C)CC(=O)Nc1cccc(Cl)c1C)OCC(=O)N2 (stereo not drawn)	0.1	-2	0.6	2
CCOC(=O)c1ccc(-c2c(C)oc3cc(OC)ccc3c2=O)o1	-0.1	0	1.1	6
CC(C)CSc1ccc(C(=O)O)cc1[N+](=O)[O-]	0.2	23	1.4	5

Compounds shown so far that contain a nitro group on carbon:
SMILES	FBW7 act	TEAD-YAP inh	GPR151 activ	MITF primary
Cc1c([N+](=O)[O-])sc(-c2ccccc2)c1-c1ccccc1	-0.1	4	0.8	4
CCc1ccc(-c2ccc(C(=O)Nc3ccc([N+](=O)[O-])cc3Cl)cc2)nc1	0.0	1	-0.1	4
O=C(Cc1ccccc1[N+](=O)[O-])N1CCN(c2cccc(Cl)c2)CC1	-0.3	5	-0.5	1
Cc1ccc2oc(=O)c(/C=C(\O)c3cccc([N+](=O)[O-])c3)nc2c1	-0.1	-3	0.3	13
COc1cc(NC(=O)c2cnn3c(C(F)(F)F)cc(-c4ccc(F)cc4)nc23)cc([N+](=O)[O-])c1	0.1	-12	-0.6	-4
CC(C)CSc1ccc(C(=O)O)cc1[N+](=O)[O-]	0.2	23	1.4	5

Some of the entries above, set out differently:
Cc1sc2nc(NC(=O)c3sc4ccccc4c3Cl)sc(=O)c2c1C
  FBW7 act: 0.0	TEAD-YAP inh: 3	GPR151 activ: 1.5	MITF primary: -14
Cc1ccccc1NC(=O)CN1C(=O)N/C(=C\c2ccc(N3CCCC3)cc2)C1=O
  FBW7 act: 0.0	TEAD-YAP inh: -9	GPR151 activ: 0.2	MITF primary: 12

Next entries follow:
SMILES	FBW7 act	TEAD-YAP inh	GPR151 activ	MITF primary
O=C(Nc1ccccc1O)c1csc2c1CCCC2	0.0	-64	-0.5	5
Cc1cc(S(=O)(=O)N2CCCOC2CNC(=O)C(=O)NC(C)C)ccc1F (stereo not drawn)	-0.1	2	1.5	5
O=C1S/C(=C/c2ccco2)C(=O)N1CO	-0.2	-4	-1.6	-1
COc1ccc(N2CC(NC(=O)N3CCc4ccccc4C3)CC2=O)cc1 (stereo not drawn)	-0.1	9	-0.6	5
CC(C(=O)N1CCN(Cc2ccccc2)CC1)n1ncn2cccc2c1=O (stereo not drawn)	-0.1	3	1.1	-2
O=C(CCCCCn1c(=O)[nH]c2ccccc2c1=O)NC1CC1	0.2	4	0.8	-2
CC(=O)Nc1cc2c(cc1C(=O)C(C)C)OCCO2	0.6	15	-0.3	16
Cc1ncc(-c2ccncc2)c(C2CCCN(Cc3cccnc3)C2)n1 (stereo not drawn)	-0.1	-8	0.5	3
COc1ccc2c(c1)CC(C(=O)Nc1ccc(-c3cn[nH]c3)cc1OCCN1CCCC1=O)CO2 (stereo not drawn)	0.0	0	0.3	-10
CC(C)Nc1nc(SCC(=O)Nc2ccccc2)nc(N2CCOCC2)n1	-0.1	-7	0.8	0
CCN1CCc2c(sc(NC(=O)c3ccc(S(=O)(=O)N(CCOC)CCOC)cc3)c2C(N)=O)C1	0.1	0	-0.7	14
CCn1c2ccccc2n2c(=O)c(=O)n(CC(=O)Nc3ccc(C(C)C)cc3)nc12	0.1	0	-0.6	1

Additional entries follow.
SMILES	FBW7 act	TEAD-YAP inh	GPR151 activ	MITF primary
CCN(CC(=O)Nc1ccc(OC)cc1)Cc1nc2sc3c(c2c(=O)[nH]1)CCC3	0.0	-4	1.4	-3
O=C(Cc1ccc(Cl)cc1)NCc1nnnn1C1CCCCC1	0.1	-8	-1.6	15
CC(=O)c1ccc(NC(=S)N2CCn3cccc3C2C)cc1 (stereo not drawn)	0.0	-2	1.4	4
O=C(O)c1ccccc1SC1CC(=O)N(CCc2ccccc2)C1=O (stereo not drawn)	-0.1	-1	0.7	-8
COC(=O)c1ccccc1N1C(=O)C2C3C=CC(C3)C2C1=O (stereo not drawn)	0.0	-12	-1.6	1
Cc1cccc(C)c1N1C(=O)C2C3C=CC(O3)C2C1=O (stereo not drawn)	0.5	7	-1.4	25
Cc1cc(C)c2nc(NNC(=O)c3ccccc3)sc2c1	-0.4	5	-0.3	0
O=C(NCC1CCCO1)C(=O)Nc1ccc(Oc2ccccc2)cc1 (stereo not drawn)	0.1	-17	1.2	-4
Cc1cccc(-c2nc3ccccc3c(=O)n2Cc2ccc(C(C)(C)C)cc2)c1	-0.1	-1	-1.4	9
COc1ccc(/C=C/C(=O)NC(C)c2ccccc2)c(OC)c1 (stereo not drawn)	0.1	4	0.1	9
COc1ccc(CNC(=O)Cn2c3ccccc3c3cn[nH]c(=O)c32)cc1	0.1	6	0.3	4
Cc1nc2sc3c(c2c2nn(CC(=O)N4CC(C)OC(C)C4)c(=O)n12)CCC(C)C3 (stereo not drawn)	-0.2	7	-0.7	-11

Next section:
SMILES	FBW7 act	TEAD-YAP inh	GPR151 activ	MITF primary
COc1cc(N2CCOCC2)ccc1Nc1cc(Nc2ccccn2)c(C(F)(F)F)cn1	-0.1	-13	-1.6	35
COc1ccccc1-c1cn(S(=O)(=O)c2cc(Cl)sc2Cl)nc1N	0.2	5	0.0	16
COc1cc2c(cc1OC)C(COc1ccc(F)cc1)N(C(=O)c1c(F)cccc1Cl)CC2 (stereo not drawn)	-0.1	-7	-0.1	2
Cc1ccc(NC(=O)CSc2ccc3nnc(-c4cccnc4)n3n2)c(C)c1	0.2	-10	0.3	8
O=C(NCc1cccs1)C1CCN(c2nc3ccccc3s2)CC1	0.0	-22	1.3	-5
COc1ccc2c(c1)OC(C)CN(C(=O)C1CC(=O)N(Cc3cccnc3)C1)C2 (stereo not drawn)	-0.1	2	0.4	2
CCOc1ccc(Nc2nc(-c3sc(NC(=O)CC)nc3C)cs2)cc1	0.0	48*	-1.7	7
CC1CCN(c2ccc(C(=O)NCc3cccs3)cc2[N+](=O)[O-])CC1	-0.1	-14	-0.9	8
COCCNC1CCN(CCc2ccc(Cl)cc2)CC1	-0.2	0	-0.3	7
CC1=CC2=NC(=O)/C(=C\c3ccc(OCCCOc4ccc(Cl)cc4)cc3)C(=N)N2O1	0.2	16	-0.8	1
CCc1nnc(NS(=O)(=O)c2ccc(NS(=O)(=O)c3ccccc3[N+](=O)[O-])cc2)s1	0.1	4	-1.4	3
